Assay outcomes (PubChem)
inhibitors of VEEV: inhibitors of VEEV TC-83 cytopathic effect, confirmation, Vero cells (AID 588727) | Vero cells, VEEV TC-83 cytopathic effect inhibition; higher % means a stronger effect | 0.13% of 350,000 active | one-dose inhibition, % at 20 µM; IC50 in µM for titrated hits; in the data active means a potency from the dose series; inconclusive means inhibition mostly from about 14% at the one dose, without a potency; inactive means the rest, 99 in 100 with inhibition below about 12%; further: strong numbers were not always called active
M. tuberculosis: growth inhibition of non-replicating M. tuberculosis (AID 488890) | Mycobacterium tuberculosis non-replicating, growth inhibition; higher % means a stronger effect | inhibition, % at 25 µM; hits with a dose series show IC50 in µM | 0.39% of 320,000 active; in the data active means a potency from the dose series; inconclusive means inhibition mostly from about 82% at the one dose, without a potency; inactive means the rest, 99 in 100 with inhibition below about 76%;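 further: plate controls were DMSO cells for no effect and high antibiotic wells for full effect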
H37Rv inhibition: M. tuberculosis growth inhibition, HTS (AID 449762); M. tuberculosis H37Rv growth inhibition, 7H9 media; higher % means a stronger effect; one-dose inhibition, % at 25 µM; IC50 in µM for titrated hits; 0.59% of 330,000 active; in the data active means a potency from the dose series; inconclusive means inhibition above about 70% without an active follow-up result;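 further: bacterial growth assessed after seven days of incubation; strong numbers were not always called active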
Salmonella PhoP GFP: PhoP regulon inhibitors, Salmonella typhi PhoP promoter GFP reporter, confirmatory (AID 1850); 0.33% of 310,000 active; inhibition, % at 50 µM; hits with a dose series show IC50 in µM; Salmonella Typhi PhoP-promoter GFP reporter, fluorescence, 4 h; higher % means a stronger effect; in the data active means a potency from the dose series; inconclusive means inhibition mostly from about 25% at the one dose, without a potency; inactive means the rest, 99 in 100 with inhibition below about 19%;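 further: 0% = induced wells with vehicle and 100% = uninduced wells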
influenza NS1A: H1N1 influenza NS1A inhibitors, functional cell based assay (AID 504329). 0.3% of 340,000 active. one-dose inhibition, % at 12.5 µM; IC50 in µM for titrated hits. NS1A functional cell-based assay, percent inhibition; higher % means a stronger effect; in the data active means a potency from the dose series; inconclusive means inhibition above about 27% without an active follow-up result; further: strong numbers were not always called active
inhibitors of VEEV 10K pilot screen: recorded beside inhibitors of VEEV, whose call it bears; inhibition, %; measured here: 10K pilot screen inhibition
* = called active by the depositor; i = inactive; u = inconclusive; x = not tested or not shown.

SMILES	inhibitors of VEEV	M. tuberculosis	H37Rv inhibition	Salmonella PhoP GFP	influenza NS1A	others
Cc1ccc(N2CCN(C(=O)c3cc(C(=O)c4ccccc4C)c[nH]3)CC2)c(C)c1	3.6%	-5%	1%	3%	1%
COc1ccc(CN2CCN(C(=O)c3cccc4ccccc34)CC2)cc1OC	1.5%	1%	1%	-3%	-1%
CCOc1ccc(N(C)C(=O)CCc2nnc3ccc(N4CCC5(CC4)OCCO5)nn23)cc1	i	0%	4%	-11%	-3%
CCN(CC)C(=O)[C@H]1C[C@H](CC(=O)NCCCN(C)C)C(=O)N2CCc3c([nH]c4ccc(Cl)cc34)[C@]12C	0.1%	x	x	x	-8%
Cc1ccc(S(=O)(=O)NCCC(=O)Oc2ccc3ccc(=O)oc3c2)cc1	0.6%	-9%	16%	6%	5%
Cc1cccc(NC(=O)CN(C)S(=O)(=O)c2ccccc2)n1	0.9%	-1%	-5%	-3%	-2%
CN(C)c1cccc(C(=O)OC(C(=O)Nc2ccc([N+](=O)[O-])cc2Br)c2ccccc2)c1 (configuration not stated)	0.8%	-3%	5%	-14%	8%
CCc1ccc(NC(=O)CSc2nccn(-c3ccc4c(c3)OCCO4)c2=O)cc1	9.0%	x	x	x	2%
Cc1cc(Cl)ccc1N=c1ssnc1Cl	1.0%	20%	1%	-1%	-3%	inhibitors of VEEV 10K pilot screen=0.5
CCCCN(C(=O)Cn1nnc2ccccc21)C(C(=O)NCCOC)c1ccccc1 (configuration not stated)	5.5%	-3%	-3%	-3%	18%
COc1ccc(OC)c(S(=O)(=O)Nc2ccccc2C)c1	i	1%	4%	1%	7%
O=C(C1CCC1)N1CCN(S(=O)(=O)c2cccc(F)c2)CC1	2.5%	-11%	-10%	2%	-10%
CCCCCCCNC(=O)C1(CC2CC(c3ccc(Cl)cc3)=NO2)CCN(C(=O)Cc2ccc(F)cc2)CC1 (configuration not stated)	0.5%	6%	-2%	-5%	-28%
CCOCCn1c(=NC(=O)c2ccc(S(=O)(=O)N3CCOCC3)cc2)sc2cc(S(N)(=O)=O)ccc21	3.2%	-6%	7%	-9%	-6%
CC(=O)N1CCc2cc(S(=O)(=O)NC(C(=O)Nc3nc(C)cs3)C(C)C)ccc21 (configuration not stated)	4.0%	-13%	-5%	-15%	1%
CCc1cc(C(=O)N(CCCOC)c2c(N)n(Cc3ccccc3)c(=O)[nH]c2=O)sc1C	11%	4%	3%	0%	-3%
COc1ccc(CNC(=O)CN(C(=O)c2ccc(CN3CCOCC3)o2)C2CCCC2)cc1	i	2%	-7%	-12%	-4%
CCOc1ccc(-c2ncncc2-c2ccc(OC)c(OC)c2)c(O)c1	8.4%	5%	-2%	-4%	4%
CC(C)(C)c1ccc(S(=O)(=O)N2CCN(c3ccccn3)CC2)cc1	0.1%	3%	5%	7%	4%
CCCNC(=O)C(Cc1cccc(C#N)c1)NC(=O)c1ccc(C#N)cc1 (configuration not stated)	0.3%	9%	-3%	x	0%	inhibitors of VEEV 10K pilot screen=0.0
CC1=C(C(=O)OCC2CCCO2)C(c2coc3ccc(C)cc3c2=O)C2=C(CCCC2=O)N1 (configuration not stated)	i	4%	5%	-17%	-6%
Cc1cc(NC(=O)COC(=O)c2ccccc2[N+](=O)[O-])no1	0.7%	-2%	5%	0%	-12%
Cc1[nH]c(=O)[nH]c(=O)c1/C=N/NC(=O)[C@@H](N)CC(C)C	1.2%	-13%	4%	7%	18%
Cc1ccccc1N1CCN(S(=O)(=O)c2ccc3ccccc3c2)CC1	3.0%	14%	16%	-4%	3%
CCOc1ccc(OCC)c(NC(=O)C2CCN(S(=O)(=O)c3c(C)[nH]c(=O)[nH]c3=O)CC2)c1	1.4%	-2%	-3%	-4%	-5%

4 compounds out of the list, arranged by count of non-hydrogen atoms, highest first.
SMILES	inhibitors of VEEV	M. tuberculosis	H37Rv inhibition	Salmonella PhoP GFP	influenza NS1A	others
CCOc1ccc(-c2ncncc2-c2ccc(OC)c(OC)c2)c(O)c1	8.4%	5%	-2%	-4%	4%
CC(C)(C)c1ccc(S(=O)(=O)N2CCN(c3ccccn3)CC2)cc1	0.1%	3%	5%	7%	4%
COc1ccc(OC)c(S(=O)(=O)Nc2ccccc2C)c1	i	1%	4%	1%	7%
Cc1[nH]c(=O)[nH]c(=O)c1/C=N/NC(=O)[C@@H](N)CC(C)C	1.2%	-13%	4%	7%	18%

Next part:
SMILES	inhibitors of VEEV	M. tuberculosis	H37Rv inhibition	Salmonella PhoP GFP	influenza NS1A	others
O=C(Nc1cccc2ccccc12)c1ccc(Br)o1	3.5%	x	x	x	-5%
COc1ccc(-c2c(C)nc3c(-c4ccc(F)cc4)cnn3c2N)cc1	0.7%	27%	5%	-10%	-14%
COc1ccc(NC(=O)COC(=O)c2ccc(S(=O)(=O)N3CCCCCC3)cc2)c(OC)c1	1.9%	x	x	x	-13%
O=C(CSc1nnc2c(n1)[nH]c1ccccc12)NCc1ccco1	2.3%	14%	8%	-10%	2%
Cc1cc(C)c2nc(N3CCC(C(=O)NCC4CCCO4)CC3)sc2c1 (configuration not stated)	0.9%	12%	6%	-9%	-2%
CCCn1cnc2c(sc3nc4c(cc32)CSC(C)(C)C4)c1=O	4.4%	2%	-4%	-3%	2%
CC(=O)Nc1ccc(NS(=O)(=O)c2cc(Cl)sc2Cl)cc1	i	-7%	0%	5%	0%
Cc1ccc(CN2CCN(CC(=O)NCc3ccccc3)CC2)cc1	i	24%	1%	-1%	-19%
CCc1ccccc1NC(=O)CSc1nnc([C@H](CCSC)NC(=O)OC(C)(C)C)o1	9.4%	6%	-2%	-7%	6%
O=C1CN(C(=O)N[C@@H](Cc2ccccc2)C(=O)N[C@H](C(=O)O)c2ccccc2)c2ccccc2N1	1.2%	-11%	-1%	-3%	-4%
CCN(/N=C/c1ccccc1)c1cc(=O)n(C)c(=O)[nH]1	1.8%	-27%	-2%	-4%	-4%
Cc1ccc(S(=O)(=O)N2CCN(C(=O)c3cc(=O)c4ccccc4o3)CC2)cc1	1.2%	23%	2%	-3%	-4%
O=C(Oc1ccc(N(C(=O)c2ccncc2)S(=O)(=O)c2ccc(F)cc2)cc1)c1ccncc1	1.4%	-9%	-1%	2%	-1%	inhibitors of VEEV 10K pilot screen=0.4
O=C(CCSc1nc(-c2ccco2)cc(C(F)(F)F)n1)NCCc1ccccc1	3.0%	33%	-11%	-4%	-1%
COC(=O)c1ccc(CSC(=N)N)o1	1.9%	22%	-4%	-8%	-1%
O=C(COc1ccccc1Cl)N1CCN(c2ccc([N+](=O)[O-])c(N3CCCCC3)c2)CC1	i	18%	10%	9%	8%
O=C(COc1ccc(Br)cc1)NCCNC(=O)c1ccncc1	1.8%	1%	-27%	-7%	-7%
O=C(COc1ccccc1)NCc1ccc(-n2cccc2)cc1	0.4%	73%	6%	8%	0%
CCOC(=O)C1(CCOC)CCN(C(=O)c2ccccc2-c2cccc(C)c2)CC1	i	14%	8%	1%	6%
O=C(CNC(=O)c1cccs1)c1ccc([N+](=O)[O-])cc1	5.3%	u	u	-5%	-8%
Cc1ccc(NC(=O)OC(C)N2CCCCC2)cc1NC(=O)OC(C)N1CCCCC1 (configuration not stated)	1.0%	x	x	x	1%
COc1ccc(NC(C)=O)cc1NC(=O)CSc1nc2ncccc2[nH]1	0.5%	-3%	-2%	11%	-3%
Cc1cccc(N2CCN(C(=O)C3CCN(S(=O)(=O)c4cccnc4)CC3)CC2)c1C	0.5%	x	1%	-6%	27%
Cn1c(Cn2cnc3ccccc32)nnc1SCC(=O)CC(=O)Nc1ccccc1	1.0%	-23%	-13%	-6%	-3%
Cc1cc(OC(=O)c2ccc(C)c(C)c2)c([N+](=O)[O-])c(=O)[nH]1	0.8%	-1%	6%	11%	-22%

Next structures follow:
SMILES	inhibitors of VEEV	M. tuberculosis	H37Rv inhibition	Salmonella PhoP GFP	influenza NS1A	others
Clc1ccc(-c2ccc(CN3CCCCC3)o2)cc1	0.2%	34%	-3%	5%	1%
COc1ccc(NC(=O)NC23CC4(C)CC(C)(CC(C)(C4)C2)C3)cc1	0.7%	-5%	1%	-11%	0%
NS(=O)(=O)c1cccc(NS(=O)(=O)c2ccc(/C=C/C(=O)OCC(=O)c3ccccc3)cc2)c1	1.9%	33%	11%	6%	6%
Cc1ccc(C(=O)N/C(=C/c2ccco2)C(=O)O)cc1	2.0%	-2%	1%	-10%	-5%
O=S(=O)(Nc1cccc(C(F)(F)F)c1)c1cccnc1	0.9%	-25%	2%	0%	-7%
Cc1cc(C)c(C(=O)c2ccc(C(=O)N3CCCCC3)cc2)c(C)c1	5.5%	21%	4%	-5%	-1%
COc1cccc2cc(-c3cn4ccc(C)cc4n3)c(=O)oc12	1.6%	48%	2%	9%	-5%
O=C(OCc1ccccc1F)c1ccc2c(c1)OCCO2	2.0%	68%	u	-13%	14%
NNS(=O)(=O)c1ccc(Sc2ccccn2)c([N+](=O)[O-])c1	7.1%	-20%	3%	2%	-13%
C/C(=N\Nc1nc(-c2ccccn2)nc2ccccc12)c1ccc(F)cc1	0.3%	25%	u	16%	0%
O=C(Oc1cccc2c(O)cccc12)c1ccccc1Cl	1.4%	x	x	x	3%
Cc1ccc(C(c2nnnn2CC2CCCO2)N2CCN(c3cccc(C)c3C)CC2)cc1 (configuration not stated)	i	41%	1%	2%	0%
Cc1ccc(-c2nn(-c3ccccc3)cc2CC(=S)N2CCOCC2)cc1	2.5%	-7%	-7%	-3%	-17%
Cc1cc(C(=O)Nc2ccc(Br)cc2F)n(-c2ccccc2)n1	0.3%	29%	48%	-6%	-8%
Cc1cccc(-n2c(N)cc(=O)[nH]c2=S)c1	1.9%	-10%	-4%	19%	-1%
CN(C)CCC(O)(c1ccccc1)c1ccccc1	0.0%	-1%	-9%	4%	-12%
Cc1ccccc1NC(=O)NNC(=O)c1ccc2ccccc2c1O	0.5%	-24%	-4%	-1%	3%
CN(CC(=O)Nc1c(Cl)cccc1Cl)C(=O)CC1OC(=O)c2ccccc21 (configuration not stated)	2.1%	-8%	-5%	x	1%
O=C(c1ccc2c(c1)N(Cc1cccc(Cl)c1)C(=O)c1ccccc1S2(=O)=O)N1CCN(c2ccccn2)CC1	10µM*	42%	2%	15%	0%
O=C(Nc1cccc(F)c1)N1CC=C(c2ccc(Cl)cc2)CC1	i	-11%	-3%	4%	4%
CCN1CCN(c2cc(=O)n(C3CCCCC3)c(=O)[nH]2)CC1	0.3%	-10%	-1%	-1%	-8%
COc1ccc(NC(=O)CN2C(=O)NC3(CCCCCCC3)C2=O)cc1	1.0%	x	x	x	-4%
COC(=O)c1ccccc1S(=O)(=O)N1CCC(C(=O)NCC2CCCO2)CC1 (configuration not stated)	2.5%	x	0%	-1%	-3%
CCOC(=O)c1cc(CC)sc1N1C(=O)CC(Sc2ncccc2C(=O)O)C1=O (configuration not stated)	2.2%	44%	-6%	4%	-8%
CCOCCn1ccc2c(OCC(=O)Nc3ccc(OC)cc3OC)cccc2c1=O	10%	-1%	-7%	6%	0%

Next section.
SMILES	inhibitors of VEEV	M. tuberculosis	H37Rv inhibition	Salmonella PhoP GFP	influenza NS1A	others
CCc1nnc(NC(=O)CCc2ccc(C)o2)s1	i	15%	-13%	-2%	2%
Cc1ccc2c(c1)c1nnc(SCC(=O)Nc3cccc(Cl)c3C)nc1n2CC(=O)O	1.3%	8%	21%	0%	-12%
COc1ccc2cc[nH]c2c1	0.5%	2%	-4%	15%	-3%
CCCSc1ccc([C@@H]2[C@@H]3C(=O)N(CC)C(=O)[C@@H]3[C@]3(C(=O)OC)CCCCN23)cc1	i	0%	-3%	x	9%
Cc1cc(NCc2ccccc2Cl)n2nnnc2n1	0.2%	-16%	-2%	20%	-7%
C=C(C)C(=O)Nc1cccc(C2=NOC3(C2)C[C@H](C(N)=O)N(C(=O)C(c2ccccc2)c2ccccc2)C3)c1 (some centres not stated)	i	30%	1%	1%	-1%	inhibitors of VEEV 10K pilot screen=1.6
CCc1c(O)nc(SCC(=O)NC(C)(C)C)n(-c2ccccc2)c1=O	2.0%	-11%	-4%	-1%	11%
Cc1csc(C2=C(O)CN(CCc3ccccc3)C2=N)n1	0.8%	18%	-18%	21%	10%
Cc1ccc(C(=O)Oc2ccc3c(c2)ncn3C)cc1	i	62%	51%	-8%	-16%
CCOc1c2ccc(C(=O)NCc3cc(C(F)(F)F)cc(C(F)(F)F)c3)cc2nn1C	0.4%	5%	2%	-3%	-12%
Nc1nc(-c2ccc(Br)s2)c(Br)s1	i	x	-15%	-2%	7%
Cc1cc2oc(C(=O)NCc3ccncc3)c(C)c2cc1C	i	-2%	12%	28%	2%
COc1ccc(N(C(=O)c2ccncc2)S(=O)(=O)c2ccccc2)cc1	1.8%	-8%	-2%	-4%	-11%
